Vc quorum ag: inducers of Vibrio cholerae quorum light production without autoinducers; V. cholerae BH1578 lux reporter, luminescence, 6 h; activation, % at 18.7 µM; actives 0.16% (n = 350,000); AID 588436; in the data active means activation mostly above about 9.7%, no sharp cut-off; further: not every result past the cut was called active; inactives centre near 0; reference of the scale not given here
SSB-PriA inh: blocks PriA binding to SSB C-terminal tail. AlphaScreen SSBct-PriA binding, biotinylated peptide. inhibition, % at 33 µM. actives 0.6% (n = 430,000). AID 1272365; in the data active means inhibition mostly above about 37%, no sharp cut-off; inactive means mostly below about 20%;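 further: plate controls were negative control peptide for no effect and reference peptide for full effect; strong numbers were not always called active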
PfHsp40 yeast: restores yeast growth despite PfHsp40 toxicity; AID 504582; growth rescue, % at 12.5 µM; S. cerevisiae expressing PfHsp40, growth rescue, ATP luminescence; actives 0.68% (n = 340,000); in the data active means growth rescue above about 28%, passing the limit was not always enough;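 further: yeast W303a lacking pdr1 and pdr3 grown in galactose medium; growth measured after three days at 30 °C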
TcdB inh: inhibitors of Clostridioides difficile toxin B glycohydrolase. actives 0.24% (n = 350,000). AID 652162. P18177. inhibition, % at 9.99 µM. TcdB glycohydrolase enzymatic assay, plate reader; in the data active means inhibition above about 10%
Anthrax LF inh2: blocks Bacillus anthracis lethal factor protease; P15917; multiplex microsphere protease cleavage assay, LF; inhibition, % at 10 µM; actives 0.12% (n = 360,000); in the data active means inhibition above about 30%; further: plate controls were buffer without enzyme for full effect and enzyme alone for no effect
DUSP3 inh: blocks human VHR1 dual specificity phosphatase; P51452; recombinant VHR phosphatase, pNPP absorbance; inhibition, % at 13.3 µM; actives 0.52% (n = 290,000); AID 1654; in the data active means inhibition above about 50%; further: some compounds called inactive have numbers as strong as hits
Target sequence (P51452 whole entry, looked up): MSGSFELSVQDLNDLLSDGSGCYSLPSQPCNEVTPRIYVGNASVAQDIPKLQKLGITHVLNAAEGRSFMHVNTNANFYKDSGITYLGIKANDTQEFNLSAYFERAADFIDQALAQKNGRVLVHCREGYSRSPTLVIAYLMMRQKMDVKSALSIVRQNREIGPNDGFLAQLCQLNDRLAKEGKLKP
3CLpro inhibitor: SARS-CoV 3CLpro protease inhibition. AID 1706. inhibition, % at 6 µM. P0C6X7. actives 0.14% (n = 290,000). recombinant SARS-CoV 3CLpro, quenched FRET peptide cleavage; in the data active means inhibition above about 12%
MazF activator: MazEF (E. coli) toxin RNase activation. P0AE70. FAM/BHQ RNA-DNA oligo cleavage fluorescence, 5 h. activation, % at 20 µM. actives 0.32% (n = 350,000). AID 504720; in the data active means activation above about 50%
Target sequence (P0AE70 whole entry, looked up): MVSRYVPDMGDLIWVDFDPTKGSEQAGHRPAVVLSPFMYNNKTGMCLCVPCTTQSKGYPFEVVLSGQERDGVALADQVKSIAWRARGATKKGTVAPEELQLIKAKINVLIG
Rv3671c protease: Rv3671c (M. tuberculosis) protease inhibition; AID 2606; P9WHR9; inhibition, % at 5.96 µM; actives 0.048% (n = 320,000); in the data active means inhibition above about 38%;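 further: extracellular domain of Rv3671c used as enzyme; 0% = enzyme with DMSO and 100% = no enzyme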
Target sequence (P9WHR9 whole entry, looked up, the tested form may be a part): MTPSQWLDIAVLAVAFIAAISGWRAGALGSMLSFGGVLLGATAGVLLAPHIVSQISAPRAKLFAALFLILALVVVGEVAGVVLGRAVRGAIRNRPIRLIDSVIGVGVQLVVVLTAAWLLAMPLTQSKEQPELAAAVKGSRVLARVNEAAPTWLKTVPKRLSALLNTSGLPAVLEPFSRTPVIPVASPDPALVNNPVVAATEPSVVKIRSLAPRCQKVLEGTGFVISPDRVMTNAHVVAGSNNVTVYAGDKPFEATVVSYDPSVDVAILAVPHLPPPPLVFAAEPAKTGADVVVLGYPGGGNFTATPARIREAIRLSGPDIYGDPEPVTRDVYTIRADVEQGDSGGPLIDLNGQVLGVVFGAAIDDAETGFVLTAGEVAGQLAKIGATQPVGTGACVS
Y pestis TopoI: inhibitors of Yersinia pestis topoisomerase I; Y. pestis Topo-I cleavage product accumulation, plate reader; activity, % at 10 µM; actives 0.064% (n = 360,000); AID 504884; in the data active means activity above about 50%, passing the limit was not always enough; further: inactives centre near 2
* hit, by the source's call; i = inactive; . = not tested or not shown; & = joins results of further samples. The list is partial; the hit share may differ from the screen's.

SMILES	Vc quorum ag	SSB-PriA inh	PfHsp40 yeast	TcdB inh	Anthrax LF inh2	DUSP3 inh	3CLpro inhibitor	MazF activator	Rv3671c protease	Y pestis TopoI
Cc1c(C)c2cc(Cl)c(OC(C)C(=O)NCCN3CCOCC3)cc2oc1=O (stereo not given)	-0.4	1.4	0.7	0.5	0.6	12.3	-2.4	5.6	0.8	1.7
CC(C)(C)NC(=O)c1nn(Cc2ccccc2)c(=O)c2ccccc12	-0.1	-19.0	-0.3	0.8	-2.9	-0.6	-0.6	0.5	0.0	0.3
Cc1ccc(C(=O)Oc2ccc(-c3nccc(-c4ccccn4)n3)cc2)cc1	i	-8.4	1.1	.	-0.8	2.6	5.9	-75.6	3.2	-2.3
COc1ccc(C(=O)N(Cc2sccc2C)C2CCS(=O)(=O)C2)cc1 (stereo not given)	-0.2	-6.5	0.8	-5.8	0.7	22.6	-3.2	-0.4	0.9	6.3
Cc1cccc(NC(=O)CCNC(=O)c2ccccc2)c1	0.4	-2.6	1.2	1.4	-8.2	-9.3	-0.9	6.1	9.2	1.2
CCS(=O)(=O)N1CCN(c2ccc([N+](=O)[O-])c(NCc3ccccc3)c2)CC1	-0.4	6.8	-0.4	.	-0.7	9.5	3.1	7.0	-11.5	1.6
COc1cccc(NC(=O)CCN2C(=O)c3cccc([N+](=O)[O-])c3C2=O)c1	i	3.0	-0.9	0.9	-1.0	48.7	-2.6	5.7	-4.2	6.3
CCCCN(C(=O)CSc1ncnc2sccc12)c1c(N)n(Cc2ccccc2)c(=O)[nH]c1=O	-0.2	-9.6	-1.8	0.1	1.3	.	.	7.2	-2.1	-8.5
O=S(=O)(NCc1ccco1)c1ccc(Cl)nc1	-0.4	-8.6	-1.4	.	-3.1	27.1	0.3	9.2	6.5	-3.4
N#CCCn1cc(/C=N/N=C2\NC(=O)C(CC(=O)O)S2)c(-c2ccc(F)cc2)n1 (stereo not given)	-0.3	.	-0.5	1.8	-9.1	-2.7	5.2	1.4	5.2	28.9
Cc1cc2cc(CCNC(=O)c3cccc([N+](=O)[O-])c3)c(=O)[nH]c2cc1C	-0.2	-17.9	-0.2	.	0.6	-5.5	-2.3	5.7	-20.4	10.1
O=C(Nc1cc(S(=O)(=O)N2CCOCC2)ccc1Cl)c1cc2ccccc2o1	7.1	2.3	1.1	-0.3	3.6	.	.	12.2	-0.8	24.7
C=Cc1ccc(CC2(C)C(=O)Nc3ccc(Cl)cc32)cc1 (stereo not given)	i	.	.	1.0	-3.7	.	.	.	.	3.8
CCc1ccc(N2C(=O)C(Cl)=C(Nc3ccc(C(=O)N4CCCC4)cc3)C2=O)cc1	-1.9	0.2	1.5	-0.7	-3.2	.	.	-1.5	-4.5	26.5
COc1ccc(-c2ccc3c(c2)S(=O)(=O)c2cccc(C(=O)N4CCN(C5CCCCC5)CC4)c2C3=O)cc1OC	-0.5	29.9	1.2	-1.1	-3.9	.	.	-11.9	-2.4	19.7
CN(C)C=NC(=O)c1cc(C(=O)c2ccc(Cl)cc2Cl)c[nH]1	0.3	-2.1	0.4	0.7	-3.7	-11.2	4.4	6.1	-7.5	-5.3
O=C(O)c1ccc(CSc2ncnc3c2cnn3Cc2ccccc2)cc1	i	-1.7	4.7	0.4	2.2	33.8	6.5	5.2	-4.0	8.6
COc1ccccc1NC(=O)N(CCN1CCOCC1)Cc1cc2cc(C)cc(C)c2[nH]c1=O	1.1	-9.2	1.1	5.8	-2.2	12.2	4.2	6.7	9.3	28.6
NC(=O)COc1c(-c2ccco2)oc2ccccc2c1=O	-0.4	-11.3	-1.9	-0.4	0.7	23.4	2.5	1.7	1.7	12.5
O=C(CNS(=O)(=O)c1ccc(F)cc1)N1CCCC1	i	-21.6	.	0.4	6.6	.	.	9.9	5.8	9.9
O=C(c1cnn(-c2ccccc2)c1)c1cc(F)ccc1O	i	-8.4	0.7	1.4	0.6	-6.2	-8.9	1.7	-9.3	6.0
CCOc1ccc(-c2n[nH]c(C)c2-c2ccccn2)c(O)c1	i	-3.8	-0.8	2.3	-10.6	13.2	4.0	5.0	5.3	2.3
CN(CC(=O)O/N=C(\N)c1cccc([N+](=O)[O-])c1)S(=O)(=O)c1ccccc1	-1.5	i	-0.2	.	-1.2	-16.4	3.1	1.3	-3.0	6.5
COc1ccc(C(=O)ON=C2C=C(C)C(=O)C(C)=C2)cc1	-0.2	-10.0&-3.7	-1.1	.	-2.6	14.9	-4.5	3.8	4.3	-9.1
CCc1cc(OCCCSc2nc(C)cc(=O)[nH]2)ccc1Cl	i	-21.8	0.2	.	-0.1	-16.6	1.8	-12.3	0.1	5.2
CCCCOCP(=O)(CCCC)COCCCC	1.6	-13.5	-1.4	.	-1.5	-14.5	-3.0	0.7	-0.2	-1.1
O=C(CN1C(=O)c2ccccc2S1(=O)=O)NCCSC1CCCCC1	-0.7	-8.8	-0.6	.	-1.9	-15.6	-0.6	-0.7	-5.1	-8.9
COCCn1c(N)c(C(=O)OCc2ccccc2)c2nc3ccccc3nc21	-2.4	-21.8	0.8	.	2.5	-0.4	0.4	8.2	-39.8	14.8
O=c1cc(-c2ccc(O)cc2)oc2cc(O)c([C@@H]3O[C@H](CO)[C@@H](O)[C@H](O)[C@H]3O)c(O)c12	-0.4	-5.7	-0.3	1.4	-1.8	.	.	5.0	4.5	2.4
O=C(CCCOc1ccc(Cl)cc1)Nc1ccc(N2CCOCC2)cc1	-0.2	9.9	-1.2	-1.0	-5.1	-3.8	0.3	-1.4	1.3	-8.8

The final 5 records of the section above are carried over, then new ones follow.
SMILES	Vc quorum ag	SSB-PriA inh	PfHsp40 yeast	TcdB inh	Anthrax LF inh2	DUSP3 inh	3CLpro inhibitor	MazF activator	Rv3671c protease	Y pestis TopoI
CCCCOCP(=O)(CCCC)COCCCC	1.6	-13.5	-1.4	.	-1.5	-14.5	-3.0	0.7	-0.2	-1.1
O=C(CN1C(=O)c2ccccc2S1(=O)=O)NCCSC1CCCCC1	-0.7	-8.8	-0.6	.	-1.9	-15.6	-0.6	-0.7	-5.1	-8.9
COCCn1c(N)c(C(=O)OCc2ccccc2)c2nc3ccccc3nc21	-2.4	-21.8	0.8	.	2.5	-0.4	0.4	8.2	-39.8	14.8
O=c1cc(-c2ccc(O)cc2)oc2cc(O)c([C@@H]3O[C@H](CO)[C@@H](O)[C@H](O)[C@H]3O)c(O)c12	-0.4	-5.7	-0.3	1.4	-1.8	.	.	5.0	4.5	2.4
O=C(CCCOc1ccc(Cl)cc1)Nc1ccc(N2CCOCC2)cc1	-0.2	9.9	-1.2	-1.0	-5.1	-3.8	0.3	-1.4	1.3	-8.8
COc1ccc(NC(=O)CC(c2ccc(F)cc2)c2ccc(OC(C)C)cc2)cc1 (stereo not given)	-0.3	-4.6	-1.6	2.1	-1.6	2.3	6.7	-2.1	-6.2	4.1
N#C/C(=C/c1cccc(C(F)(F)F)c1)c1nc(CCN2C(=O)c3ccccc3C2=O)cs1	-0.7	-7.8	-0.7	.	-2.9	37.0	0.3	-2.3	0.0	-3.9
CN(C)/C=C(/C(=O)c1ccc(Cl)c(Cl)c1)c1nnnn1-c1ccccc1	-0.9	-6.7	1.4	0.8	-11.0	27.7	6.7	-1.3	15.2	-0.8
N=C1C(c2ccccc2)=C(O)CN1c1ccc2c(c1)OCO2	i	-14.6	-0.9	0.7	-4.7	5.0	-1.9	0.6	1.7	4.8
CCCn1c(N)c(C(=O)CN(C)CC(=O)Nc2ccccc2CC)c(=O)[nH]c1=O	0.5	-5.4	0.5	0.5	-10.5	.	.	4.4	-0.6	-8.8
O=C(OCc1ccco1)c1cccnc1	i	-10.6	-1.0	0.8	-1.0	1.2	6.0	-0.4	3.7	-3.2
COc1ccc(-c2noc(CN(C)C(=O)c3ccc4c(c3)OCO4)n2)cc1	-0.2	-3.9	0.7	-0.4	1.2	33.1	-4.2	0.7	3.4	15.2
CCCc1cc(=O)c2c(O)ccc(OC)c2o1	i	0.9	0.9	0.0	1.9	27.1	1.5	-0.2	1.1	-3.6
O=C(Cn1cnc2cc([N+](=O)[O-])ccc2c1=O)Nc1cccc2ccccc12	-0.4	1.3	0.3	-1.2	-0.4	-15.2	-4.2	8.6	-11.6	-23.0
Cc1ccc(NC2=NC(C(=O)Nc3ccc(C)c(C)c3)CC(=O)N2)cc1 (stereo not given)	-3.2	-7.3	-1.4	.	1.5	-2.1	2.1	7.9	-0.2	6.6
CC1(C)CC(=O)C(C=NCCN2CCN(C(=S)NC3CCCCC3)CC2)=C(O)C1	i	10.7	0.8	.	-5.8	-0.5	4.9	2.5	-12.5	3.0
CC(C)C(=O)NCC(c1ccc2c(c1)OCO2)N1CCOCC1 (stereo not given)	i	-2.2	-1.0	0.2	0.5	10.8	-2.8	10.1	-1.8	2.2
Nc1nc(N2CCN(C/C=C/c3ccccc3)CC2)nc2ccccc12	0.7	-6.8	0.4	.	1.2	-7.7	-8.3	10.3	-1.1	10.9
CCOC(=O)N1CCN(C(=O)CSc2ccc(-c3ccncc3)nn2)CC1	-0.7	-16.0&0.2	-0.4	-0.4	0.5	10.8	-4.1	3.6	-8.6	-6.4
Cc1c([N+](=O)[O-])c(N)nn1C	i	-6.4	-0.8	1.4	0.9	-10.7	0.6	8.6	4.7	5.0
Cc1ccc(NCc2nnc(SCC(=O)Nc3ncc(C)s3)n2Cc2ccco2)c(C)c1	-16.7	-20.2	0.9	.	0.1	3.1	3.6	0.0	-2.9	1.7
Cc1ccc(C)c(S(=O)(=O)n2cnc3ccccc32)c1	i	-12.0&-1.1	0.1	1.7	-1.6	7.2	-3.1	6.0	7.6	3.1
CCOC(=O)c1cnc(-c2ccccc2)nc1Oc1ccc(Cl)cc1	-2.2	-11.3	-1.0	.	-2.0	14.4	-8.9	2.0	6.3	-1.5
O=C(NCc1ccc(F)cc1)C1CCN(c2cnccn2)CC1	1.5	-11.9	-1.1	1.0	-8.1	25.1	5.0	11.0	-2.9	-0.9
CCOC(=O)C1CCN(S(=O)(=O)c2cc(Br)cc3c2N(C(=O)C2CC2)CC3)CC1	i	-3.5	-0.8	.	-1.6	10.0	1.4	2.8	-1.8	-1.9
O=C(CCCc1ccccc1)NCc1cn2ccsc2n1	-0.4	-4.9	2.2	2.3	-3.0	-5.0	-1.9	8.5	4.5	-2.4
CCCC(=O)N1CCCC(c2cc(C(=O)NCc3cccnc3)no2)C1 (stereo not given)	-1.2	.	.	1.0	0.2	.	.	.	.	3.1
O=C(NCCF)C1Nc2ccc(OC(F)(F)F)cc2C2C=CCC12 (stereo not given)	0.6	-3.0	0.1	.	-2.6	.	.	4.2	3.5	4.0
CCc1ccc(C2CC(c3ccc(F)cc3)Nc3nc(N)nn32)cc1 (stereo not given)	-0.5	-0.7	0.4	-4.7	-8.3	10.8	-4.8	9.0	-2.5	7.1
CC(C)(C)OC(=O)N1CCC(c2cc(=O)n3[nH]cc(C(=O)NC4CCCC4)c3n2)CC1	.	-1.4	-1.0	-1.0	-3.1	33.5	7.6	2.8	-1.4	6.7
Cn1c(CC(=O)Nc2ccccc2Cl)nnc1SCC(=O)NC1=NCCS1	-0.2	-5.0	-0.7	0.1	-1.0	18.7	-1.4	8.8	2.9	0.3
CSc1nc(N)nc2c1ncn2CC(=O)N1CCN(c2ccccn2)CC1	-1.5	-1.5	1.8	2.1	-2.8	.	.	11.5	-2.8	-1.3
COc1cc(OC)cc(-c2nc3ccccc3s2)c1	i	-133.7	3.7	.	2.1	12.8	6.1	-10.6	-5.4	-1.5
COc1cccc(O)c1CN1CCCC(C(=O)c2ccccc2SC)C1 (stereo not given)	.	4.4	2.4	-0.2	-3.5	25.2	3.6	12.3	-7.9	8.6
Cn1cccc1-c1nc2ccccc2[nH]1	-0.7	4.7	0.1	1.1	-10.8	21.3	2.2	3.2	0.3	2.6
CC/C(=N\NC(=O)c1ccccc1O)c1c(O)n(Cc2ccccc2)c(=O)[nH]c1=O	-0.1	.	44.8*	-0.8	-10.6	17.0	4.2	-45.8	13.6	-2.6

Screens: PubChem, several laboratories
